PGC1a acetyl inh – PGC1a acetylation modulation, inhibitor mode; U2OS PGC1a acetylation, AlphaScreen anti-acetyl-lysine; with virally co-expressed GCN5 acetyltransferase; inhibition, % at 15.6 µM; 0.17% of 350,000 active; AID 651687;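 active = every replicate shows inhibition of at least 40%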;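 note: 0% = neutral control wells and 100% = positive control wells; some results beyond the cut were filed as inactive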
FN deposition inh – fibronectin deposition inhibition; AID 743247; AH1F fibroblasts, Alexa488-fibronectin deposition fluorescence, overnight; 0.086% of 350,000 active; inhibition, % at 12.6 µM;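 active = mean inhibition across replicates of 30% or more, regardless of how many single replicates reach that level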;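 note: positive control wells lacked labelled fibronectin entirely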
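Measured by – fluorescence 485/525 nm · System – AH1F fibroblast monolayer, labelled fibronectin deposition · Amount – 10000 cells per well · Buffer or medium – serum-reduced DMEM (2% serum) · Doses – single dose, pinned · Also added – fluorescent fibronectin at 24 nM final · Schedule – 1 h cell attachment, overnight exposure to compound and label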
PglD inh – blocks C. jejuni PglD acetyltransferase activity; 0.098% of 360,000 active; inhibition, % at 12.5 µM; purified PglD enzyme, DTNB colorimetric CoA detection; in the data active = inhibition above about 16%, passing the limit was not always enough; note: strong numbers were not always called active
EWS-Fli inh – EWS/Fli transcriptional activity inhibition; 0.67% of 350,000 active; A673 NR0B1-luciferase reporter, viability-normalised; inhibition, % at 12.6 µM;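 active = mean inhibition of at least 50% after viability correction, with every replicate also passing that limit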;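 note: firefly luciferase signal divided by Alamar Blue viability fluorescence both relative to DMSO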
ERAP1 HTS inh – blocks human ERAP1 aminopeptidase activity | inhibition, % at 10.7 µM | AID 652197 | recombinant ERAP1, Leu-AMC fluorescence, 60 min | 0.15% of 340,000 active;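 active = mean replicate inhibition of at least 30%, or all replicates individually reaching that 30% level; inactive = mean below 30% and not every replicate reaching it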;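 note: 0% = neutral control wells and 100% = L-leucinethiol positive control wells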
Target sequence (Q9NZ08 whole entry, looked up): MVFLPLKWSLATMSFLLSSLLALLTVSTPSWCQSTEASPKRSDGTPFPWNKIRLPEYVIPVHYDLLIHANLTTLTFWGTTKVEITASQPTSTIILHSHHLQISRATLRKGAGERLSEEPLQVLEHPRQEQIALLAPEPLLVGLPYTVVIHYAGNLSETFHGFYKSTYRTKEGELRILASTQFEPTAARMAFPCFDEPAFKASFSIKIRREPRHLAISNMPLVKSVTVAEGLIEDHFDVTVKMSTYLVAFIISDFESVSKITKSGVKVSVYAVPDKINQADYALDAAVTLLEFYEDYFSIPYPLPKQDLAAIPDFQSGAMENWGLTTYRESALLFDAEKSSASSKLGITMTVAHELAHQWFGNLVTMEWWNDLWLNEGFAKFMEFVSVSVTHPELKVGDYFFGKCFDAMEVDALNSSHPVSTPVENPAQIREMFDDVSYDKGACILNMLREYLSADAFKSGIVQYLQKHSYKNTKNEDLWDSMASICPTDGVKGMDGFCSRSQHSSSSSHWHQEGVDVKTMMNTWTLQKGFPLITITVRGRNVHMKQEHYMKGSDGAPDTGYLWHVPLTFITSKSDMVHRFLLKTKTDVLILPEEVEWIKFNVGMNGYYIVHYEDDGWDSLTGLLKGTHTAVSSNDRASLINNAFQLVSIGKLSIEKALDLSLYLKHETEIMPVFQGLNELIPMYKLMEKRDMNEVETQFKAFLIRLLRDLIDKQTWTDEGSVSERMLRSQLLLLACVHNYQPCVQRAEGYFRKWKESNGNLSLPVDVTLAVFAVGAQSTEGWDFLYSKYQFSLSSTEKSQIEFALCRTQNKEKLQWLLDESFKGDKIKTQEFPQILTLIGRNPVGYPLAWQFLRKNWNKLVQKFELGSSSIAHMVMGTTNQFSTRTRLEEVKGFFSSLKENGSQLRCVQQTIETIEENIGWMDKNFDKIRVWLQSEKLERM
LGR2 antag – Drosophila LGR2 receptor signaling inhibition | HEK293 LGR2, CRE-luciferase, bursicon-stimulated, 4 h | inhibition, % at 9.99 µM | 0.35% of 380,000 active;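 active = drop in luminescence signal, shown as inhibition above about 50% in the replicate tests, limit read from the data, passing the limit was not always enough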;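 note: agonist challenge used bursicon conditioned medium at about half maximal strength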
S100A4 MyoIIA – blocks human S100A4 binding to myosin IIA peptide; S100A4/TAMRA-MyoIIA peptide fluorescence polarization; inhibition, % at 10.7 µM; 0.14% of 360,000 active; P26447; AID 652163;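 active = mean inhibition of at least 70% across replicates, with every replicate also reaching that level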
Target sequence (P26447 whole entry, looked up): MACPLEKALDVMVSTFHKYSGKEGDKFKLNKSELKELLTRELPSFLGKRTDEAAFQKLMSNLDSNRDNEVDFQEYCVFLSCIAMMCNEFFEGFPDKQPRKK
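Material: S100A4 monomer (human). Medium: Calcium-containing HEPES buffer, pH 7.2. Probe or stimulus: labelled myosin peptide probe, 5 nM. Compound dosing: one concentration per compound. Timing: polarization read 5 min after assay mix addition, stable 5–60 min. Benchmarks: DMSO as neutral control, TFP as positive control.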
PAX8 inh HTS – lowers PAX8-driven luciferase in RMG-I cells; RMG-I TPO-luciferase reporter, SteadyGlo, 24 h; inhibition, % at 12.6 µM; 1.2% of 360,000 active; AID 652154;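 active = mean replicate inhibition at least 60% with every replicate also reaching 60%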;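 note: luciferase light reporting Pax8 driven TPO promoter activity; plate controls were median of neutral control wells for no effect and mitoxantrone controls for full effect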
* = called active by the depositor; / = not tested or not shown; & = joins results of further samples. Hits appear at their usual frequency (roughly 2.1% active in at least one column).

SMILES | PGC1a acetyl inh | FN deposition inh | PglD inh | EWS-Fli inh | ERAP1 HTS inh | LGR2 antag | S100A4 MyoIIA | PAX8 inh HTS
Cc1ccc(-c2nn(-c3cccc(F)c3)cc2CNCc2cccnc2)o1 | / | / | 5 | -20 | 3 | -15 | -14 | -18
C[C@@H]1CCCCO[C@H](CN(C)CC2CCCCC2)[C@H](C)CN([C@@H](C)CO)C(=O)c2cc(NC(=O)c3ccccc3)ccc2O1 | -19 | 5 | 3 | -7 | 0 | -7 | 21 | -1
Cc1ccc(S(=O)(=O)N2CCC(C(=O)NNC(=O)c3ccccc3)CC2)cc1 | / | 11 | / | 5 | 0 | -6 | 1 | 2
CN1CCN(NC(=S)Nc2ccccc2)CC1 | -7 | -32 | / | 0 | 1 | 0 | 0 | 2
Cc1occc1C(=O)N1CCN(S(C)(=O)=O)CC1 | 10 | 7 | 6 | / | / | -1 | / | /
CNC[C@H]1Oc2cc(C#Cc3ccccn3)ccc2S(=O)(=O)N([C@H](C)CO)C[C@H]1C | 5 | / | 1 | -9 | 1 | -1 | -3 | /
Cc1cccc(C(=O)Nc2scc(-c3ccc(Br)cc3)c2C(=O)O)c1 | -1 | 0 | -2 | -46 | -2 | / | -8 | 22
O=C(Nc1ccc(F)cc1)N[C@@H]1CC[C@H](CCNC(=O)c2ccccc2F)O[C@@H]1CO | 0 | / | / | 3 | 4 | 20 | 6 | /
CCCNC(=O)N1C[C@@H](C)[C@@H](OC)CN(C)C(=O)c2ccc(NC(=O)CCC)cc2OC[C@H]1C | -3 | -5 | 2 | -10 | 2 | 6 | 14 | 2
C[C@@H]1CN([C@H](C)CO)C(=O)Cc2cc(NC(=O)Nc3ccc(C(F)(F)F)cc3)ccc2O[C@H]1CN(C)C(=O)Nc1cccc2ccccc12 | -1 | / | 3 | -4 | -8 | -11 | -9 | 38
C[C@@H]1CCCCO[C@H](CN(C)S(=O)(=O)c2ccc(Cl)cc2)[C@H](C)CN([C@@H](C)CO)C(=O)c2cc(NC(=O)C3CCCCC3)ccc2O1 | -10 | -3 | -2 | 3 | -2 | 9 | -8 | 8
O=C(Cc1ccccn1)NCC[C@@H]1CC[C@H](NC(=O)Nc2ccccc2)[C@@H](CO)O1 | 0 | / | -8 | -1 | 5 | 12 | -5 | -4

Ten structures already listed, sorted by molar mass, ascending.
SMILES | PGC1a acetyl inh | FN deposition inh | PglD inh | EWS-Fli inh | ERAP1 HTS inh | LGR2 antag | S100A4 MyoIIA | PAX8 inh HTS
CN1CCN(NC(=S)Nc2ccccc2)CC1 | -7 | -32 | / | 0 | 1 | 0 | 0 | 2
Cc1occc1C(=O)N1CCN(S(C)(=O)=O)CC1 | 10 | 7 | 6 | / | / | -1 | / | /
Cc1ccc(-c2nn(-c3cccc(F)c3)cc2CNCc2cccnc2)o1 | / | / | 5 | -20 | 3 | -15 | -14 | -18
O=C(Cc1ccccn1)NCC[C@@H]1CC[C@H](NC(=O)Nc2ccccc2)[C@@H](CO)O1 | 0 | / | -8 | -1 | 5 | 12 | -5 | -4
CNC[C@H]1Oc2cc(C#Cc3ccccn3)ccc2S(=O)(=O)N([C@H](C)CO)C[C@H]1C | 5 | / | 1 | -9 | 1 | -1 | -3 | /
O=C(Nc1ccc(F)cc1)N[C@@H]1CC[C@H](CCNC(=O)c2ccccc2F)O[C@@H]1CO | 0 | / | / | 3 | 4 | 20 | 6 | /
CCCNC(=O)N1C[C@@H](C)[C@@H](OC)CN(C)C(=O)c2ccc(NC(=O)CCC)cc2OC[C@H]1C | -3 | -5 | 2 | -10 | 2 | 6 | 14 | 2
C[C@@H]1CCCCO[C@H](CN(C)CC2CCCCC2)[C@H](C)CN([C@@H](C)CO)C(=O)c2cc(NC(=O)c3ccccc3)ccc2O1 | -19 | 5 | 3 | -7 | 0 | -7 | 21 | -1
C[C@@H]1CN([C@H](C)CO)C(=O)Cc2cc(NC(=O)Nc3ccc(C(F)(F)F)cc3)ccc2O[C@H]1CN(C)C(=O)Nc1cccc2ccccc12 | -1 | / | 3 | -4 | -8 | -11 | -9 | 38
C[C@@H]1CCCCO[C@H](CN(C)S(=O)(=O)c2ccc(Cl)cc2)[C@H](C)CN([C@@H](C)CO)C(=O)c2cc(NC(=O)C3CCCCC3)ccc2O1 | -10 | -3 | -2 | 3 | -2 | 9 | -8 | 8

Some of the entries so far, tab-delimited.
structure	PGC1a acetyl inh	FN deposition inh	PglD inh	EWS-Fli inh	ERAP1 HTS inh	LGR2 antag	S100A4 MyoIIA	PAX8 inh HTS
Cc1occc1C(=O)N1CCN(S(C)(=O)=O)CC1	10	7	6	/	/	-1	/	/
CNC[C@H]1Oc2cc(C#Cc3ccccn3)ccc2S(=O)(=O)N([C@H](C)CO)C[C@H]1C	5	/	1	-9	1	-1	-3	/

Continued:
SMILES | PGC1a acetyl inh | FN deposition inh | PglD inh | EWS-Fli inh | ERAP1 HTS inh | LGR2 antag | S100A4 MyoIIA | PAX8 inh HTS
CCCCCCCC(=O)N/N=C(/C)c1c(O)cc(C)oc1=O | -4 | / | -2 | 0 | -3 | -4 | 8 | /
CCOC(=O)C1=C(C)N(C)C(C)=C(C(=O)OCC)C1c1ccc(Cl)cc1 | 7 | 6 | / | 20 | -3 | 34 | -5 | 26
O=C(Nc1ccc(F)cc1)c1oc2ccccc2c1NC(=O)C1CCCC1 | -7 | / | / | -30 | 0 | 3 | -4 | /
Cc1nc(N)sc1C(=O)N/N=C/c1ccc([N+](=O)[O-])cc1 | 6 | -4 | -4 | -7 | 0 | -8 | 3 | -6
COc1ccc(C(=O)Nc2cc(C)nn2-c2nc3ccccc3[nH]2)c(OC)c1 | / | 12 | / | -1 | 1 | 0 | -6 | -7
N#Cc1ccsc1NC(=O)C1CCCN1S(=O)(=O)c1cccs1 (stereo unspecified) | / | -3 | -5 | -1 | 0 | 9 | -1 | 14
CO[C@H]1CN(C)C(=O)c2ccc(NC(=O)C3CCC3)cc2OC[C@H](C)N(Cc2nccs2)C[C@H]1C | / | 4 | 0 | 4 | 3 | 3 | 1 | -3
CCCN1[C@H](CO)[C@H](c2ccc(C3=CCCCC3)cc2)[C@@H]1CNS(C)(=O)=O | 0 | -10 | / | / | 1 | 9 | 80* | /
O=[N+]([O-])c1ccc(O)c(CSc2nnnn2-c2ccccc2)c1 | -13 | -10 | -4 | 10 | 2 | 3 | 1 | 3
CCOc1ccccc1C(=O)Nc1ccc(C(=O)c2ccccc2)cc1 | -11 | -4 | 7 | -14 | 3 | -15 | -2 | 4
CCC1(c2ccccc2)NC(=O)N(Cc2cccc([N+](=O)[O-])c2)C1=O (stereo unspecified) | 2 | 8 | / | -1 | 4 | 0 | 0 | 19
O=C(CN1CCOCC1)Nc1cc([N+](=O)[O-])ccc1Cl | / | / | / | -7 | -1 | -18 | 3 | 4
CCOc1ccc(C(=O)Nc2nncs2)cc1OCC | -8 | / | -4 | 4 | -3 | 17 | 9 | /
Cc1ccc(NC(=O)CSc2ccccc2NC(=O)c2ccccc2Cl)cc1Cl | 0 | -5 | -6 | -15 | 8 | -4 | -2 | -11
N#CCCN(/N=C/c1cccnc1)C1=NS(=O)(=O)c2ccccc21 | / | -3 | / | 11 | 3 | -4 | 2 | 15
C=CC[C@@]1(C(=O)N2CCOCC2)N=C(c2ccc(OCCCO)cc2)O[C@@H]1c1ccccc1 | / | / | 9 | 1 | 2 | / | -7 | 6
CCCC(=O)Nc1ccc2c(c1)OC[C@@H](C)N(C(=O)c1cnccn1)C[C@@H](C)[C@@H](OC)CN(C)C2=O | -7 | 2 | -3 | -9 | -3 | 2 | 13 | -25
C[C@H]1CCCCO[C@@H](CN(C)C(=O)Nc2ccccc2)[C@@H](C)CN([C@@H](C)CO)C(=O)c2cc(NS(=O)(=O)c3cccs3)ccc2O1 | 10 | 4 | 3 | -7 | -3 | -28 | 9 | -22
O=C(Nc1ccc2oc(-c3ccccc3F)nc2c1)c1ccccc1F | 6 | 3 | -17 | -137 | -1 | -48 | -3 | -93
CCC(=O)Nc1ccc(C(=O)Cn2ncc(Cl)c(Cl)c2=O)cc1 | -265 | 8 | -8 | 0 | -2 | 9 | -7 | 78*
Cc1ccc(C(=O)Nc2ccc(C(=O)N3CCCCC3)cc2)cc1 | 0 | 2 | / | -9 | 1 | 13 | -8 | -7
COc1ccc(NC(=O)CSc2nncs2)cc1S(=O)(=O)N1CCCCC1 | 1 | 2 | 1 | -11 | 1 | -14 | -7 | 0
Cc1cc(NC(=O)CCC(=O)N(CCC(C)C)CC(=O)NCC2CCCO2)no1 (stereo unspecified) | 13 | -4 | -3 | / | / | / | / | 11
Cc1ccccc1S(=O)(=O)N(C)C[C@@H]1OCc2cn(nn2)CCCC(=O)N([C@H](C)CO)C[C@H]1C | -10&1&33 | 10&-5 | -4&5&-3 | -1&0&-3 | -3&-1&-1 | -10&-1 | 36&-2&-7 | 0&8
CC(C)C(=O)Nc1cccc(COc2ccccc2CN(Cc2ccccc2)C(=O)OC(C)(C)C)c1 | 2 | 5 | -1 | -3 | / | 1 | -7 | -2
Cn1nc(C(C)(C)C)cc1NC(=O)Nc1ccc(F)cc1F | 12 | 4 | 4 | -3 | / | / | -3 | -5
O=C(CSc1nnc(-c2ccc(Cl)cc2)n1-c1ccc(Cl)cc1)N/N=C/c1ccco1 | -9 | -5 | 2 | 0 | -2 | 5 | -1 | 3
NNC(=O)CNc1cccc(Cl)c1 | / | 1 | / | 6 | 2 | 15 | -5 | -6
Cc1ccc(S(=O)(=O)N[C@H]2C=C[C@@H](CC(=O)NC3CCCCC3)O[C@@H]2CO)cc1 | 13 | -8 | 2 | 0 | -3 | -7 | 95* | -7
CCCc1cc(C(N)=O)c(NC(=O)c2ccco2)s1 | 2 | 0 | 1 | / | / | / | / | -86
CN(C)C(=O)[C@@H]1[C@@H](CO)[C@@H]2Cn3c(ccc(-c4ccccc4F)c3=O)[C@@H]2N1C(=O)C1CC1 | / | / | 1 | 4 | 0 | 0 | -4 | -1
C[C@@H]1CN([C@H](C)CO)S(=O)(=O)c2ccc(C#CCN(C)C)cc2O[C@H]1CN(C)C(=O)C1CCC1 | 9 | / | -1 | -1 | 0 | -2 | 28 | /
C[C@H]1CN([C@@H](C)CO)C(=O)Cc2cc(NC(=O)CCN3CCOCC3)ccc2O[C@H]1CN(C)C(=O)Nc1cccc2ccccc12 | -3 | / | -2 | 7 | 0 | / | -6 | /
COc1ccc(NC(=O)Nc2ccc3c(c2)C(=O)N([C@@H](C)CO)C[C@H](C)[C@@H](CN(C)Cc2ccc(Cl)c(Cl)c2)O3)cc1 | -22 | -7 | 5 | -5 | 1 | -4 | -24 | /
COc1ccc(CN2CCN(CC3CC3)CC2CCO)c(C)c1C (stereo unspecified) | / | -3 | 4 | 7 | -1 | 17 | 0 | 11

Screening results from PubChem.
